# Bioassay records from PubChem BioAssay.
# Mcl1-Bid inh = disrupts binding of human Mcl-1 to Bid peptide; Q07820; TR-FRET Mcl-1/Bid-Dy647 peptide binding, 1536-well; inhibition, % at 21.7 µM; hit rate 0.97% among 220,000;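 active means compounds that cut the binding signal by more than half at the single screening dose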;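 further: His-tagged Mcl-1 with europium anti-His antibody binding Bid BH3 peptide; 0% = Mcl-1 plus peptide wells and 100% = peptide-only wells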
# Target sequence (Q07820 whole entry, looked up): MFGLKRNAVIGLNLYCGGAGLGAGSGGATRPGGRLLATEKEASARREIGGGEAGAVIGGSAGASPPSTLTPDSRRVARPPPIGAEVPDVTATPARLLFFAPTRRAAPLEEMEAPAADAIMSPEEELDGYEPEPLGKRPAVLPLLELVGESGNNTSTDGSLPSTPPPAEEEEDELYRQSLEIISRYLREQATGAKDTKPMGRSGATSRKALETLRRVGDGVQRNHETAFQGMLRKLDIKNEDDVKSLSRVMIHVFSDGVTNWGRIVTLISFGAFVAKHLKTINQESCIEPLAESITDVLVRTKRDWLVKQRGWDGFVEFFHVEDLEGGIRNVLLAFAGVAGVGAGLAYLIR
# RGS8-Gao = modulates binding of RGS8 to human Galphao. multiplexed bead flow cytometry; actives lie on both sides. response (percent of control binding), % at 10 µM. hit rate 0.34% among 220,000. AID 1423; in the data active means response below about 60% or above about 140%; inactive means in between;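 further: Galphao activated as the GDP aluminium fluoride complex binding bead-coupled RGS8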
# Target sequence (P09471 whole entry, looked up): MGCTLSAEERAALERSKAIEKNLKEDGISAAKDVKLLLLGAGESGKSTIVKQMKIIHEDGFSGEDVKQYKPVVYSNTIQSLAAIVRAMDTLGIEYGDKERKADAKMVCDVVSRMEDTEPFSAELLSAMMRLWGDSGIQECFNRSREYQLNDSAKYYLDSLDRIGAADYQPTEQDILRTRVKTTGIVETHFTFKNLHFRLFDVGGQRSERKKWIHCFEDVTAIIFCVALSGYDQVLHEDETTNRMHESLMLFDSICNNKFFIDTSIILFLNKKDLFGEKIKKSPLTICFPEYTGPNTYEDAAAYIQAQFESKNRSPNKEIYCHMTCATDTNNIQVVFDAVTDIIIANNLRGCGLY
# GSH bead fluor = GSH bead compound fluorescence profile; fluorescence (KMESF) at 10 µM; hit rate 0.25% among 190,000; GSH beads flow cytometry, compound fluorescence 488/530 nm; hits give high values; in the data active means fluorescence above about 89;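 further: glutathione beads carrying GST-tagged Bcl family fusion proteins plus one bare bead set; values are compound well signal with DMSO vehicle wells as background; inactives centre near 16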
# ABCG2 block = inhibitors of human ABCG2 transporter, ABCB1 counter-screen; Q9UNQ0; IgMXP3 cells, JC-1 efflux, flow cytometry; inhibition, % at 6.6 µM; hit rate 0.1% among 190,000; AID 1325;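 active means inhibition above 80%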;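 further: 0% = DMSO and 100% = nicardipine control wells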
#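 test system = two drug-resistant human cell lines, ABCG2 and ABCB1 | amount = 3 million cells/mL final, two lines in 1:1 ratio | reagent = JC-1 transporter substrate | doses = one concentration, 6.6 µM final | incubation = 10 min at 25 °C | signal = flow cytometric JC-1 green MFI at 530 nm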
# RGS7-Gao reg = regulators of human RGS7-Galphao interaction; P09471; Multiplexed bead flow cytometry, RGS7-Galphao binding; actives lie on both sides; binding response (% of control), % at 10 µM; hit rate 0.35% among 220,000; in the data active means binding response below about 49% or above about 150%; inconclusive means no clear call, values can overlap the other calls; inactive means in between;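 further: fluorescent Galphao held in activated GDP-AlF4 state binding bead-coupled RGS7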
# Mcl1 Noxa PPI = Mcl-1/Noxa interaction inhibition. Q07820. TR-FRET Mcl-1/Noxa peptide binding, 2 h. inhibition, % at 21.7 µM. hit rate 1.5% among 220,000;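 active means compounds that cut the protein-peptide binding signal by more than 50% relative to plate controls in a single-dose test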;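 further: His-tagged Mcl-1 with rhodamine Noxa BH3 peptide and terbium anti-His antibody; 0% = Mcl-1 plus Noxa peptide wells and 100% = peptide-only wells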
# ABCB1 block = blocks JC-1 efflux by human ABCB1 transporter. P08183. CCRF-Adr cells, flow cytometry. inhibition, % at 6.6 µM. hit rate 0.067% among 190,000; in the data active means inhibition above about 40%;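 further: 0% = vehicle and 100% = reference inhibitor; higher value means more JC-1 retained so stronger ABCB1 efflux block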
# Bim-Mcl-1 = human Bim-Mcl-1 interaction inhibition | hit rate 0.1% among 190,000 | AID 1009 | Bead-based flow cytometry, Bim peptide-Mcl-1 binding | inhibition, % at 10 µM; in the data active means inhibition above about 40%;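 further: 0% = no compound tracer wells and 100% = peptide blocker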
# Pf gametocyte = kills late stage P. falciparum gametocytes. hit rate 0.065% among 150,000. AID 743093. inhibition, % at 10.9 µM. P. falciparum stage V gametocytes, ATP luminescence, 24 h;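 active means inhibition above the mean plus 3 SD of compounds within the control limits, set per campaign, cut at about 38% in these data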;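 further: 0% = DMSO wells and 100% = medium only without gametocytes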
# Avidin bead fluor = compound fluoresces at 488/530 nm on avidin beads; compound fluorescence 488/530 nm, flow cytometry; hits give high values; fluorescence (KMESF) at 10 µM; hit rate 0.38% among 220,000; in the data active means fluorescence above about 47; further: inactives centre near 10
# RGS4-Gao reg = modulates binding of RGS4 to human Galphao; AID 1415; hit rate 0.33% among 220,000; P09471; binding response (% of control), % at 10 µM; Multiplexed bead flow cytometry; actives lie on both sides; in the data active means binding response below about 49% or above about 150%; inactive means in between;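 further: fluorescent Galphao activated with aluminum fluoride binding bead-coupled RGS4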
# Active calls of the source: *; ? = inconclusive; . = no result given.
SMILES,Mcl1-Bid inh,RGS8-Gao,GSH bead fluor,ABCG2 block,RGS7-Gao reg,Mcl1 Noxa PPI,ABCB1 block,Bim-Mcl-1,Pf gametocyte,Avidin bead fluor,RGS4-Gao reg
COCCCNC(=O)Cn1nnc(-c2ccc(NC(=O)c3ccccc3F)cc2)n1,-6.1,100.3,44,1.5,100.7,16.7,0.1,.,3.0,6,97.9
COc1ccc(S(=O)(=O)NNC(=O)C2CC(c3cccnc3)=NO2)cc1 (centres undefined),-20.4,107.2,24,0.9,107.2,3.1,0.3,-2.0,.,11,106.0
COCCNC(=O)c1cc(-c2cccc(OC)c2)on1,-2.5,98.5,15,3.1,102.8,-6.2,0.3,1.0,11.2,26,100.6
Cc1c(C(=O)NN)nn(-c2ccc(Cl)cc2)c(=O)c1C#N,-42.2,102.5,8,0.1,102.0,-1.6,-0.2,0.0,13.1,20,102.6
Cc1ccc(C(=O)N[C@H](C(=O)Nc2cc(Cl)cc(Cl)c2)C(C)C)cc1,-40.9,101.8,11,2.3,99.6,-16.2,-0.3,-3.0,1.4,5,105.3
CC1=C(C#N)c2nc(N)c(C#N)c(C)c2/C1=C\c1ccc(-c2ccccc2C(=O)O)o1,-6.0,97.1,9,-8.0,?,81.7*,-2.3,5.0,-0.8,11,100.2
Cc1nn2c(NCCN(C)C)c3c(nc2c1-c1ccccc1)CCC3,-73.0,105.8,.,.,?,25.0,.,.,-26.1,8,100.4
NC(=NC(=O)c1ccc(Cl)cc1)N1N=CCC1c1ccccc1 (centres undefined),-3.6,98.4,18,24.7,95.8,10.7,0.6,0.0,12.5,10,96.5
CCSc1cc(C)nc2c(-c3ccc(Cl)cc3)c(C)nn12,-33.1,103.9,10,5.5,105.4,1.2,0.8,0.0,.,20,104.8
Cc1ccccc1NC(=O)/C(=C\c1cccs1)NC(=O)c1ccco1,-1.7,101.0,46,5.5,97.4,-5.1,0.8,-1.0,-13.9,5,101.9

# Continued; it opens with the 2 that closed the last part.
SMILES,Mcl1-Bid inh,RGS8-Gao,GSH bead fluor,ABCG2 block,RGS7-Gao reg,Mcl1 Noxa PPI,ABCB1 block,Bim-Mcl-1,Pf gametocyte,Avidin bead fluor,RGS4-Gao reg
CCSc1cc(C)nc2c(-c3ccc(Cl)cc3)c(C)nn12,-33.1,103.9,10,5.5,105.4,1.2,0.8,0.0,.,20,104.8
Cc1ccccc1NC(=O)/C(=C\c1cccs1)NC(=O)c1ccco1,-1.7,101.0,46,5.5,97.4,-5.1,0.8,-1.0,-13.9,5,101.9
CCOC(=O)c1ccc(NC(=O)CCC(=O)OC)cc1,-21.9,99.3,11,-6.8,98.5,12.0,-5.5,0.0,-6.4,10,97.9
Cc1cc2ccccc2n1CCNC(=O)C(C)C,-32.1,100.3,15,0.4,93.7,6.5,0.1,-2.0,.,5,96.7
CCCCNC(=O)C(=O)N/N=C/c1ccc(C(=O)OC)cc1,-4.6,105.2,13,2.3,78.8,-11.9,0.6,0.0,-17.1,11,74.2
COc1ccc(CCNC(=O)c2c(N)no[n+]2[O-])cc1OC,-9.4,104.3,15,1.5,102.5,-16.5,0.2,0.0,.,22,100.0
O=C(NCc1ccccc1)C1=C[C@@H](c2ccc(Br)cc2)C[C@@H](OCc2ccc(CO)cc2)O1,4.0,100.6,19,3.6,93.1,-2.9,0.9,-5.0,.,6,96.2
COc1ccccc1-n1c(C)nc2cc(C(=O)NCc3ccc4c(c3)OCO4)ccc21,-24.5,110.9,18,10.1,104.7,-2.0,2.2,-9.0,.,6,105.9
Cc1cc(=O)n2[nH]c(SCc3ccc(Cl)cc3)nc2n1,3.7,101.1,.,.,?,4.6,.,.,15.1,7,103.7
O=C(c1ccc(Cl)cc1[N+](=O)[O-])N1CCN(c2ccccn2)CC1,-13.3,101.5,11,0.1,99.9,3.4,0.2,-2.0,-8.0,20,100.9
Cc1ccc(CNC(=S)Nc2ccc(C)c([N+](=O)[O-])c2)cc1,-56.6,98.8,18,-0.3,97.2,10.7,0.0,-7.0,.,7,94.2
COc1ccc(C(=O)C(OC(=O)c2ccccc2)c2ccccc2)cc1 (centres undefined),-32.4,105.5,13,2.0,98.5,-7.3,0.3,-2.0,-6.9,7,95.7
Cc1cc(C)n(-c2c(F)c(F)c(CO)c(F)c2F)n1,-4.0,98.4,17,-0.1,94.1,-9.0,-0.1,-1.0,.,26,94.5
N#CC1=C(SCC(=O)Nc2ccc(C(=O)O)cc2)NC(=O)CC1c1ccco1 (centres undefined),-22.3,99.7,.,.,?,3.4,.,.,2.2,3,106.1
CCOC(=O)c1ccc(N2C(=O)CC(N3CCN(Cc4ccccc4)CC3)C2=O)cc1 (centres undefined),-3.7,105.8,21,0.7,106.5,2.9,1.7,-2.0,.,20,105.9
Cc1ccc(C)c(OCC(=O)NCCN(C)C)c1,2.0,106.0,9,0.8,107.0,11.9,0.6,0.0,-20.6,22,102.9
CCc1ccc(CN(C)C(=O)CCc2nnc(Cc3cccc(C)c3)o2)nc1,-27.5,65.1,14,0.8,82.6,-25.6,1.9,-1.0,6.2,6,86.2
CSCCC(NC(=O)c1ccccc1)C(=O)OCC(=O)Nc1ccc(C)c(Cl)c1 (centres undefined),-21.2,101.5,14,46.6,97.8,6.9,1.2,0.0,.,13,101.8
CCN(CC)c1ccc(NC(=O)CN2C(=O)CC(C)(C)S(=O)(=O)c3ccccc32)c(C)c1,-39.4,98.9,19,-3.4,94.8,6.1,-1.6,-1.0,.,7,96.7
COc1cc(N)n(S(=O)(=O)c2ccc(C)cc2)n1,-16.3,104.3,20,2.2,100.1,-26.4,8.8,-2.0,.,5,102.6
O=c1cc(CSc2nnc(Nc3ccccc3F)s2)nc2sccn12,-32.0,100.8,25,1.4,98.4,6.0,0.4,2.0,.,12,102.9
CC(c1cccs1)N(Cc1ccco1)C(=O)Nc1ccc(Cl)c(Cl)c1 (centres undefined),4.3,99.2,40,3.3,99.6,-6.0,0.5,-1.0,7.5,4,100.5

# Single records (already shown). Screens in order: Mcl1-Bid inh | RGS8-Gao | GSH bead fluor | ABCG2 block | RGS7-Gao reg | Mcl1 Noxa PPI | ABCB1 block | Bim-Mcl-1 | Pf gametocyte | Avidin bead fluor | RGS4-Gao reg
# Shown for `N#CC1=C(SCC(=O)Nc2ccc(C(=O)O)cc2)NC(=O)CC1c1ccco1` (centres undefined) → -22.3 | 99.7 | . | . | ? | 3.4 | . | . | 2.2 | 3 | 106.1
# Shown for `Cc1cc(C)n(-c2c(F)c(F)c(CO)c(F)c2F)n1` → -4.0 | 98.4 | 17 | -0.1 | 94.1 | -9.0 | -0.1 | -1.0 | . | 26 | 94.5

# Continued:
SMILES,Mcl1-Bid inh,RGS8-Gao,GSH bead fluor,ABCG2 block,RGS7-Gao reg,Mcl1 Noxa PPI,ABCB1 block,Bim-Mcl-1,Pf gametocyte,Avidin bead fluor,RGS4-Gao reg
Cc1ccc2nc(N3CCCCC3)c(C=O)c(=O)n2c1,-1.1,122.3,14,4.4,106.8,3.1,1.1,-1.0,.,12,104.5
N#Cc1ccc(/C=N/NC(=O)CCc2ccc(S(=O)(=O)N3CCOCC3)cc2)cc1,-17.2,102.8,17,4.6,103.8,1.1,0.3,-24.0,.,3,102.3
COc1ccc2[nH]c(C(=O)O)c(NS(=O)(=O)c3ccc(Cl)s3)c2c1,7.5,99.3,28,-0.4,98.2,3.8,0.0,-4.0,-30.0,12,97.8
O=C1CCCN1CCCNS(=O)(=O)c1cccc(F)c1,1.5,99.6,21,1.0,100.7,4.7,0.2,-1.0,-9.3,10,101.1
O=C(CN1CCCCC1)Nc1cccc(Cl)c1,-2.1,101.4,12,-1.0,103.4,2.8,-0.4,-3.0,7.9,6,104.1
CCCC1CCc2c(sc(NC(=O)OCC)c2C#N)C1 (centres undefined),-15.8,116.3,16,8.1,103.8,-1.4,0.4,5.0,.,4,98.4
CC(Oc1ccccc1)c1nnc(N)s1 (centres undefined),-21.1,99.4,9,5.2,107.7,3.4,-0.4,-2.0,9.9,11,98.4
Cc1oc2ccc(OCc3ccc(F)cc3Cl)cc2c1C(=O)O,-44.2,91.5,.,.,?,-7.7,.,.,-0.8,6,89.7
COc1ccc(OC)c(-n2c(=S)[nH]c3cc(C(=O)N(C)Cc4ccccc4)ccc3c2=O)c1,-31.3,103.5,11,0.4,102.8,-1.2,1.1,-2.0,-5.8,13,105.1
Cn1cccc1Cc1nnc(SCC(=O)NC2CCCCC2)n1-c1ccc(F)cc1,-55.5,100.0,13,2.9,100.9,-11.8,1.1,-1.0,.,7,100.9
COc1ccc(N(C)C(=O)c2ccc3snnc3c2)cc1,-19.6,104.0,19,-3.5,101.7,4.7,-2.9,1.0,.,8,100.7
CCOC(=O)c1c(N)sc(C(O)(C(F)(F)F)C(F)(F)F)c1-c1ccc(F)cc1,-22.9,101.7,16,-0.3,97.6,10.2,-0.5,-4.0,10.9,6,99.6
CC(C)n1c(SCC(N)=O)nc2c1c(=O)n(C)c(=O)n2C,0.6,96.8,24,3.2,100.6,-0.5,0.2,-3.0,-4.8,4,97.3
Cc1cc(C(=O)Nc2cccc(C(=O)O)c2)oc1C,8.2,107.5,32,2.6,103.5,7.0,-0.3,0.0,-4.0,14,101.2
CCOC(=O)Cn1nnnc1C(CC)N(Cc1ccccc1)Cc1cc2cc(C)ccc2[nH]c1=O (centres undefined),17.6,104.5,16,2.1,101.4,14.3,1.1,-2.0,-31.0,40,100.2
CC(C)CNC(=O)CCc1c[nH]c2ccccc12,-20.5,104.0,31,21.0,105.1,16.4,1.1,-6.0,.,10,104.4
COC(=O)CCC(=O)Nc1ccc(Cl)c(Cl)c1,-27.8,101.0,8,2.9,89.6,-23.2,0.4,4.0,.,15,97.3
Clc1cccc(CSc2nc3ccncc3[nH]2)c1,-1.5,100.8,20,0.9,97.8,-7.1,-0.1,-1.0,.,8,98.8
CC1=CC2=NC(=O)/C(=C\c3cccn3CCOc3ccc(C)c(C)c3)C(=N)N2O1,-12.6,101.7,13,6.5,101.1,13.4,2.5,2.0,.,17,100.2
Cc1ccccc1C(=O)Nc1c2c(nc3ccccc13)CCCC2,8.9,102.5,20,3.4,103.5,-13.8,0.5,-2.0,.,14,104.1
CCOc1ccccc1N1C(=O)CC(Sc2n[nH]c(-c3ccccc3)n2)C1=O (centres undefined),-54.5,97.6,21,0.5,96.9,49.0,0.2,0.0,.,9,101.6
COc1ccc(C)cc1NC(=O)Nc1cnccn1,-2.7,96.6,12,13.2,93.1,4.7,0.2,0.0,-25.0,10,94.1
CCN(CC)C(=O)c1ccc2c(c1[N+](=O)[O-])C(=O)c1ccccc1C2=O,1.9,100.1,19,4.2,100.8,7.3,0.5,-6.0,.,12,95.5
COc1cc(O)c(C(CC(=O)N2CCOCC2)c2ccc3c(c2)OCO3)c(OC)c1 (centres undefined),-25.3,102.1,.,.,?,12.9,.,.,.,9,101.4
COC(=O)c1ccc(COc2ccccc2/C=C(\C#N)C(=O)Nc2ccccc2C)cc1,-26.6,94.1,15,-0.1,94.8,0.3,0.1,-6.0,8.3,6,78.2
CCCCSCCCNC(=O)Nc1ccc(C)c(C)c1,-40.6,99.4,18,9.7,101.5,-2.6,-0.1,2.0,.,9,100.6
